Screening data (PubChem)
hgDAF-12 ag = H. glycines DAF-12 receptor agonists, primary screen, cell-based, luminescence, HEK293, GAL4 fusion, UAS-luciferase; Nuclear hormone receptor DAF-12 (Heterodera glycines), GAL4 fusion; HEK293 GAL4-hgDAF12 UAS-luciferase reporter, agonist luminescence; normalized to butyrate control; activation, % at 6.8 µM; hit rate 1.8% among 370,000; AID 687014, 2013;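 active = activation above a cutoff set at the mean of all screened compounds plus 3 SD, cut at about 10% in these data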;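 also: 0% = DMSO wells and 100% = sodium butyrate wells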
GC-A act = GC-A stimulated cGMP production enhancers – HEK293 GC-A cells, cGMP TR-FRET, EC30 ANP, primary screen; Atrial natriuretic peptide receptor 1 (Homo sapiens), P16066; 0% at EC30 ANP, 100% saturating ANP; activation, % at 10 µM; hit rate 0.14% among 370,000; AID 1671463, 2021; in the data active = activation above about 40%
SMARCA2 act = SMARCA2 (BRM) function activators, primary screen, cell-based, luminescence, high throughput | MG213 cells, MMTV-luciferase reporter, dexamethasone, overnight | activation, % at 9.1 µM | hit rate 1% among 370,000 | AID 652017, 2013; in the data active = activation above about 7.8%;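 also: 0% = vehicle wells and 100% = reference activator wells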
KLK7 zymogen act = proKLK7 zymogen activators, primary screen, biochemical, fluorescence intensity; Kallikrein-7 (Homo sapiens), P49862; purified proKLK7, EDANS-DABCYL substrate fluorescence; 100% is mature enzyme control, 0% vehicle; activation, % at 7 µM; hit rate 0.9% among 370,000; AID 652039, 2013;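 active = activation above the mean of all tested compounds plus 3 SD, computed per campaign excluding outliers beyond control limits, cut at about 13% in these data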
GC-B act = human GC-B receptor activators, primary screen, HEK293 GC-B cells, cGMP TR-FRET, EC30 CNP. hit rate 0.11% among 370,000. Atrial natriuretic peptide receptor 2 (Homo sapiens), P20594. 0% at EC30 CNP, 100% saturating CNP. AID 1920062, 2024. activation, % at 10 µM;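 active = activation at 10 µM reaching about 35% in either raw or pattern-adjusted values, limit read from the data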
Target sequence (P20594 whole entry, looked up): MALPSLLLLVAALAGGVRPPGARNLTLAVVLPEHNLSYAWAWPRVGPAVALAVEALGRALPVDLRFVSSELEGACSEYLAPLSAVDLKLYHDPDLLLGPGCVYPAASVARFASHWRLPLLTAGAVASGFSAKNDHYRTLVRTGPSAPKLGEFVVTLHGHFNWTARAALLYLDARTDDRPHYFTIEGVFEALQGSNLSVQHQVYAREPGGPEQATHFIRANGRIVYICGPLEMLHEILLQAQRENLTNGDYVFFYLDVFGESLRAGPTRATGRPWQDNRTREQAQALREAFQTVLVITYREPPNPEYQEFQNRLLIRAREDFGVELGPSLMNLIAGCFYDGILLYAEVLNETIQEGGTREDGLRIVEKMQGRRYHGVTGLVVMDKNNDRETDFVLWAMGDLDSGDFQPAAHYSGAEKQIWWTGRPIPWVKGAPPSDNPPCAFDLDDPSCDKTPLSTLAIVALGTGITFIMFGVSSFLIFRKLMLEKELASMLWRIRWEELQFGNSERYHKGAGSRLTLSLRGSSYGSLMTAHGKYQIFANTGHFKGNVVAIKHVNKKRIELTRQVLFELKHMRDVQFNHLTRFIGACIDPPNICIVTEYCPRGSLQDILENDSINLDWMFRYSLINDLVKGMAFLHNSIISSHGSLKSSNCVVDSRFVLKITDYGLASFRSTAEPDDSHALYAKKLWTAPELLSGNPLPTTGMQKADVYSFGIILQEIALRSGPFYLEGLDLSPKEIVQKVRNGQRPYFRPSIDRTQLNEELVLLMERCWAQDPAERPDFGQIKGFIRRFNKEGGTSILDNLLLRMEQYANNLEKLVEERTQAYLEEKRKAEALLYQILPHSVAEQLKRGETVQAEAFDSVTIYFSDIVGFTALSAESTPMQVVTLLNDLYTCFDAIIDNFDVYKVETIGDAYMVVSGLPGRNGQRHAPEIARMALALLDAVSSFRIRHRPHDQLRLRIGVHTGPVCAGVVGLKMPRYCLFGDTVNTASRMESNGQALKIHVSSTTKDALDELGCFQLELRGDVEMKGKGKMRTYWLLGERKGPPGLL
hcDAF12 agonist = H. contortus DAF-12 nuclear receptor activators, primary screen, cell-based, luminescence, HEK293, lit1-tk-luc reporter. AID 652067, 2013. activation, % at 6.8 µM. hit rate 1.4% among 370,000. HEK293 hcDAF-12 lit1-tk-luc reporter; 0% DMSO, 100% Δ7-dafachronic acid;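 active = activation above the mean of all tested compounds plus 3 SD, cut at about 5.5% in these data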;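 also: 100% = response to 3 µM Δ7-dafachronic acid high control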
DAX1 inh-1 = DAX1 (NR0B1) inhibitors on StAR promoter, primary screen, cell-based, luminescence, SF-1 (NR5A1), full-length DAX-1; HEK293T StAR-luciferase reporter, SF-1/DAX-1 repression relief; inhibition, % at 6.8 µM; hit rate 1.1% among 370,000; AID 652010, 2013;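 active = inhibition above the mean over all tested compounds plus 3 SD, cut at about 3.6% in these data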;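 also: 0% = DAX-1 cells with DMSO and 100% = cells lacking DAX-1 with DMSO; higher inhibition means more luminescence from relief of DAX-1 repression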
GAA850 FXN act = FXN promoter activators, primary screen, cell-based, luciferase luminescence, HEK293 lucGAA850 | HEK293 lucGAA850 FXN promoter luciferase reporter, 24 h; percent of 10 µM SAHA response | AID 540364, 2011 | hit rate 0.56% among 360,000 | activation, % at 6 µM;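 active = activation above the average of all compounds screened plus 3 SD, cutoff fixed separately per campaign, cut at about 7.5% in these data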;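 also: 0% = DMSO wells and 100% = 10 µM SAHA wells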
sPLA2-III inh = human group III sPLA2 inhibitors, primary screen, biochemical, QFRET, BODIPY PC-A2 liposome substrate | hit rate 0.56% among 370,000 | Group 3 secretory phospholipase A2 (Homo sapiens), Q9NZ20 | QFRET BODIPY PC-A2 liposome hydrolysis, fluorescence | inhibition, % at 12.2 µM;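 active = inhibition above mean plus 3 SD of compounds lying within the high and low control bounds, cut at about 19% in these data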;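 also: 0% = median of test compound wells and 100% = no enzyme DMSO wells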
DAX1 inh-2 = DAX1 (NR0B1) inhibitors, primary screen, cell-based, HEK293, Gal4-DAX1, luciferase luminescence. inhibition, % at 6.75 µM. HEK293 Gal4-DAX1 luciferase reporter. Nuclear receptor subfamily 0 group B member 1 (Homo sapiens), P51843. AID 504766, 2011. hit rate 0.99% among 340,000;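 active = inhibition above the mean over all tested compounds plus 3 SD, cut at about 4.2% in these data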;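 also: 0% = DAX1-transfected cells with DMSO and 100% = empty-vector control cells with DMSO; inhibition shows as a rise in luminescence from relieved DAX1 repression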
ssDAF-12 act = S. stercoralis DAF-12 nuclear receptor activators, primary screen, cell-based, luminescence, HEK293, GRIP1 co-expression, lit1-tk-luc | activation, % at 6.8 µM | hit rate 1% among 370,000 | Nuclear hormone receptor DAF-12 (Strongyloides stercoralis) | HEK293 ssDAF-12/GRIP1 lit1-tk-luc reporter; % of 3 µM dafachronic acid response | AID 652126, 2013;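 active = activation above the mean over all tested compounds plus 3 SD, cut at about 0.9% in these data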;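 also: 0% = DMSO-only wells and 100% = 3 µM delta7-dafachronic acid wells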
Active calls of the source: *; . = no result given.

nr	SMILES	hgDAF-12 ag	GC-A act	SMARCA2 act	KLK7 zymogen act	GC-B act	hcDAF12 agonist
1	Cc1ccc(-n2nc3c(=O)n(CCCC(=O)NC4CCC(C)CC4)nc(C)c3c2C)cc1 (configuration not stated)	0.8	-4.6	0.0	0.5	-8.8	-2.8
2	Cc1ccc(-c2nn(-c3ccccc3)cc2C(=O)NCC2CCCO2)cc1 (configuration not stated)	3.5	0.8	-0.2	0.5	-1.7	1.5
3	CCN(CC)c1ccc(NC(=S)Nc2ccc(F)cc2)cc1	11.5*	-0.7	1.6	0.1	-2.4	0.4
4	O=C(NN=C/C=C/c1ccco1)c1cc(-c2ccc(Cl)cc2)n[nH]1	0.6	5.7	-2.6	-1.1	-16.9	0.0
5	O=C(CN1C(=O)c2ccccc2C1=O)OCC(=O)N1CCCCC1	-2.1	2.4	-2.4	-0.1	4.0	-1.7
6	Cc1cc(C(=O)Cn2cnc3ccccc3c2=O)c(C)n1C1CC1	4.5	0.2	3.3	1.1	-0.7	-1.7
7	O=C(Nc1cc(S(=O)(=O)Nc2ccc(Cl)cc2)ccc1N1CCCCC1)c1ccc(F)cc1Cl	4.6	-4.0	-5.3	-2.1	7.6	-1.1
8	CCOC(=O)N1CCN(Cc2nc(-c3ccc(Cl)cc3)no2)CC1	-4.3	-3.7	-2.3	-0.3	3.1	-1.6
9	NNC(=O)CCN1CCCCC1	0.2	-0.6	0.3	0.2	6.0	-0.6
10	COc1ccccc1/C=C1\SC(=S)N(CCC(=O)Nc2cc(C)on2)C1=O	0.1	-1.1	-0.9	0.4	-4.4	-1.3

nr	DAX1 inh-1	GAA850 FXN act	sPLA2-III inh	DAX1 inh-2	ssDAF-12 act
1	0.0	1.4	-9.0	-0.8	-1.4
2	2.9	-0.4	0.9	1.5	-1.0
3	1.6	3.8	8.2	-0.3	-0.5
4	-3.2	.	13.7	.	-0.6
5	-0.8	-0.3	3.1	-0.4	-0.7
6	3.1	1.8	5.6	-0.1	-1.0
7	0.1	1.1	-33.4	-0.9	0.5
8	0.1	-2.3	-4.6	-0.8	-1.9
9	0.5	-0.4	2.5	2.0	-1.2
10	-0.2	1.6	-0.7	-0.3	-1.5

Following part:
nr	SMILES	hgDAF-12 ag	GC-A act	SMARCA2 act	KLK7 zymogen act	GC-B act	hcDAF12 agonist
11	C=C1CCN([C@@H](Cc2ccccc2)C(=O)NCc2ccccc2)S(=O)(=O)c2ccccc21	1.1	-1.2	1.6	-0.3	-2.0	-1.2
12	COc1ccc(C(C(=O)NC2CCCCC2)N(C(=O)c2cccs2)c2ccc3c(c2)OCO3)cc1 (configuration not stated)	1.9	-12.7	-1.5	1.1	-6.2	-1.1
13	COc1ccc(CNS(=O)(=O)/C=C/c2ccccc2CNC(=O)OC(C)(C)C)cc1	-1.8	-5.0	-4.3	0.1	1.0	-2.8
14	CSCCC1NC2(C(=O)Nc3c(Cl)cccc32)[C@@H]2C(=O)N(C3CCCC3)C(=O)[C@H]12 (some centres not stated)	-1.4	-1.8	1.5	-0.1	-1.2	1.2
15	O=C(Nc1ccccc1N1CCN(c2ccccc2)CC1)C12CC3CC(CC(C3)C1)C2	-0.3	2.1	-2.4	0.1	-0.5	-0.8
16	OCC[C@H]1C[C@H](O)[C@@H](O)[C@]2(Cc3ccccc3CO2)O1	3.4	-1.5	-0.1	-0.1	2.7	-0.7
17	O=C(Cn1cccc1C(=O)c1ccccc1)NCCCN1CCc2ccccc2C1	-1.4	-11.2	2.9	-0.5	-4.3	-0.1
18	CCCc1n[nH]c(=O)[nH]1	-0.6	-1.9	-0.2	0.2	0.3	-0.6
19	COc1cccc(C(NC(C)=O)c2nc(-c3cccc(F)c3)cs2)c1 (configuration not stated)	-4.5	-2.7	-6.9	-0.6	-6.0	-0.6
20	Cc1c(Cl)cccc1NC(=O)CSc1nncn1-c1ccccn1	-1.7	-3.0	-1.1	-0.7	-2.3	0.1

nr	DAX1 inh-1	GAA850 FXN act	sPLA2-III inh	DAX1 inh-2	ssDAF-12 act
11	-0.2	5.5	-10.4	-0.9	-1.2
12	-0.3	-5.2	3.9	2.4	-1.1
13	-1.8	.	-8.6	.	-1.7
14	0.6	0.6	1.7	-0.2	-0.8
15	0.9	0.5	-0.9	0.4	-1.6
16	1.0	0.0	8.2	1.6	-1.1
17	0.6	0.1	-5.4	2.6	-0.9
18	-0.2	-1.0	7.4	-0.2	-0.7
19	-0.5	-1.5	1.7	.	-0.8
20	-0.2	1.2	8.2	0.3	-1.2

Entries listed so far containing fluorine, in the order listed:
nr	SMILES	hgDAF-12 ag	GC-A act	SMARCA2 act	KLK7 zymogen act	GC-B act	hcDAF12 agonist
3	CCN(CC)c1ccc(NC(=S)Nc2ccc(F)cc2)cc1	11.5*	-0.7	1.6	0.1	-2.4	0.4
7	O=C(Nc1cc(S(=O)(=O)Nc2ccc(Cl)cc2)ccc1N1CCCCC1)c1ccc(F)cc1Cl	4.6	-4.0	-5.3	-2.1	7.6	-1.1
19	COc1cccc(C(NC(C)=O)c2nc(-c3cccc(F)c3)cs2)c1 (configuration not stated)	-4.5	-2.7	-6.9	-0.6	-6.0	-0.6

nr	DAX1 inh-1	GAA850 FXN act	sPLA2-III inh	DAX1 inh-2	ssDAF-12 act
3	1.6	3.8	8.2	-0.3	-0.5
7	0.1	1.1	-33.4	-0.9	0.5
19	-0.5	-1.5	1.7	.	-0.8

More compounds.
nr	SMILES	hgDAF-12 ag	GC-A act	SMARCA2 act	KLK7 zymogen act	GC-B act	hcDAF12 agonist
21	CCOC(=O)c1cn[nH]c1NC(=S)Nc1ccc(Cl)cc1	9.9	6.1	-0.5	-0.1	1.8	7.9*
22	O=S(=O)(c1ccc(OCC(O)CN2CCN(c3ccccc3)CC2)cc1)N1CCOCC1 (configuration not stated)	-0.4	0.7	-3.0	0.5	-2.3	-1.1
23	O=C(Nc1ccc2c(c1)OCO2)C1Cc2c(-c3ccncc3)ccnc2O1 (configuration not stated)	0.8	7.8	3.7	0.2	2.5	-1.2
24	O=C(CN1C(=O)/C(=C/c2ccccc2)SC1=S)NC1C=CS(=O)(=O)C1 (configuration not stated)	0.2	-8.4	-0.8	0.2	-0.3	-1.5
25	Cc1c(C(=O)NN2CCOCC2)cccc1[N+](=O)[O-]	1.6	5.2	-0.3	0.4	-1.2	-0.1
26	Cc1cc(NC(=O)c2cc(C(C)C)on2)nn1Cc1ccc(Cl)cc1	-2.7	-8.9	-5.2	0.6	5.9	-2.4
27	N#CC1C=Cc2c(ccc3ccccc23)N1C(=O)c1ccccc1 (configuration not stated)	-11.6	-8.4	-8.0	1.5	-4.3	-6.6
28	Cc1ccc(NC(=O)CN(C)C(=O)Cc2ccccc2F)cc1	1.6	5.2	-1.9	-0.3	0.6	-1.7
29	CCOC(=O)c1ccc(NC(=O)Cn2nnc(-c3ccccc3)n2)cc1	-2.9	-4.2	-2.1	0.4	-0.9	-1.0
30	CCOC(=O)c1ccc(NC(=O)CN2CCN(C(=O)C3CCCO3)CC2)cc1 (configuration not stated)	-0.6	2.2	0.1	-0.5	0.3	2.2

nr	DAX1 inh-1	GAA850 FXN act	sPLA2-III inh	DAX1 inh-2	ssDAF-12 act
21	2.0	2.1	6.3	.	-0.4
22	-0.8	1.6	-9.1	0.1	-1.5
23	0.5	-1.5	2.8	.	-1.3
24	-0.2	1.2	-12.6	-0.4	-0.5
25	-0.4	-0.6	-0.1	0.5	-1.6
26	-3.4	-1.1	-4.6	-1.4	-1.6
27	-4.7	-2.9	6.2	-2.9	-2.6
28	-0.3	-0.3	7.6	-1.4	-0.7
29	-0.7	-0.9	-11.1	-1.4	-1.2
30	0.6	-2.7	4.7	0.8	-0.3

Reprinted from the part before: 2 entries, then new ones.
nr	SMILES	hgDAF-12 ag	GC-A act	SMARCA2 act	KLK7 zymogen act	GC-B act	hcDAF12 agonist
29	CCOC(=O)c1ccc(NC(=O)Cn2nnc(-c3ccccc3)n2)cc1	-2.9	-4.2	-2.1	0.4	-0.9	-1.0
30	CCOC(=O)c1ccc(NC(=O)CN2CCN(C(=O)C3CCCO3)CC2)cc1 (configuration not stated)	-0.6	2.2	0.1	-0.5	0.3	2.2
31	Cc1ccc(-c2c(C)n([O-])c3c([n+]2=O)CCCC3)o1	-1.8	2.3	0.7	0.2	3.2	-0.6
32	CCc1c2ccccc2nn1-c1ccccc1C(=O)C(C)=O	1.4	-4.0	2.3	-0.1	-0.5	-0.9
33	Cc1ccc(C2(c3ccc(C)cc3)CC2C(=O)NC(C)C)cc1 (configuration not stated)	-2.6	-4.9	-4.0	-0.3	0.3	-0.8
34	COc1cc(CCC(C)=O)ccc1OC(=O)c1c(F)cccc1Cl	2.3	1.6	1.1	-0.2	6.2	2.0
35	CS(=O)(=O)N(CC(=O)NC1CC1)c1cccc(F)c1	0.0	-0.2	-0.6	-0.2	1.2	-0.9
36	Cc1ccc(C(=O)Nc2ccsc2C(=O)O)cc1	6.1	1.5	7.1	-0.5	0.1	5.3
37	CC(C)(C)NC(=S)N1CCC(C(=O)c2ccc(Cl)cc2)CC1	-0.2	2.1	1.8	-0.1	-4.5	-1.0
38	COc1ccc(C(=O)NNC(=S)NC(=O)c2ccco2)cc1	-1.3	-2.5	-3.8	-0.2	6.4	0.9
39	CN(C(=O)CSc1nnc(-c2cccs2)o1)C1CCS(=O)(=O)C1 (configuration not stated)	-1.7	0.2	-3.6	-0.2	-3.2	1.6
40	O=C(COc1ccccc1)NNC(=O)c1cccs1	2.4	1.4	0.4	0.3	-5.7	-1.1

nr	DAX1 inh-1	GAA850 FXN act	sPLA2-III inh	DAX1 inh-2	ssDAF-12 act
29	-0.7	-0.9	-11.1	-1.4	-1.2
30	0.6	-2.7	4.7	0.8	-0.3
31	-0.2	-1.0	-1.5	0.1	-1.3
32	0.0	0.1	1.2	-0.4	-0.8
33	0.0	-2.5	1.7	-1.3	-1.6
34	0.6	4.1	5.3	1.3	0.0
35	-0.4	-0.4	1.8	1.6	-0.7
36	1.9	3.8	-1.9	0.9	-0.2
37	0.2	2.7	5.0	-0.8	-1.1
38	-0.9	-1.8	20.0*	-1.3	-0.9
39	-0.3	4.2	14.0	0.3	-0.9
40	0.7	6.9	0.0	1.4	-1.6
